zfTRPN1 agonist = activates the zebrafish TRPN1 channel; HEK293 zebrafish TRPN1-YFP, Fluo-8 calcium fluorescence; 100% = response to 87 µM carbachol; activation, % at 3 µM; actives 0.18% (n = 220,000);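 active means activation above its plate's cutoff, the mean activation of test wells on that plate plus 3 SD, cut at about 19% in these data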;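 further: 0% = DMSO alone and 100% = 87 µM carbachol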
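System: zebrafish TRPN1-YFP in HEK293 cells / Dosing: 3 µM single point / Timing: dye loading 1 h at 37 °C, then 30 min room temperature / Signal: Fluo-8 calcium fluorescence, excitation 470-495 nm, emission 515-575 nm / Read-out basis: percent activation from peak over basal fluorescence ratio, control-normalized / Control set: high carbachol 87 µM, low DMSO alone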
TRPML3 ag = agonists of human TRPML3 channel; activation, % at 3 µM; HEK293 TRPML3-YFP, Fluo-8 calcium fluorescence; 100% = the carbachol control signal; actives 0.29% (n = 220,000); Q8TDD5; AID 1448;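 active means activation above its plate's cutoff, the mean activation of the plate's test wells plus 3 SD, cut at about 12% in these data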;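 further: 0% = DMSO only wells and 100% = carbachol wells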
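Test system: HEK293 cells stably carrying human TRPML3-YFP; Doses: single dose, 3 µM final nominal compound, 0.3% DMSO final; Schedule: dye loading 1 h 37 °C then 30 min ambient, 125 s read; Technique: Fluo-8 calcium fluorescence; Benchmarks: high control carbachol 87 µM, low control DMSO.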
Ba/F3 V617F tox = loss of viability in JAK2V617F-driven Ba/F3 cells. Ba/F3 EpoR-JAK2V617F viability, ATP luminescence. AID 1446. actives 1.1% (n = 220,000). inhibition, % at 5.6 µM;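 active means inhibition above the campaign mean plus 3 SD over all tested compounds, cut at about 24% in these data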;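 further: cytokine-independent growth of Ba/F3 cells driven by EpoR plus mutant JAK2; 0% = DMSO-treated cells and 100% = JAK inhibitor I control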
Calpain2 inh = calpain II (pig) inhibition; inhibition, % at 16 µM; purified calpain II, fluorogenic peptide substrate, 30 min; actives 0.37% (n = 220,000);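 active means inhibition above about 50%, limit read from the data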
PERK inhibitor = blocks human PERK kinase; CHO PERK-DD fusion, SEAP luminescence translation reporter; inhibition, % at 5.6 µM; Q9NZJ5; actives 0.17% (n = 220,000);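 active means inhibition above the mean inhibition of all tested compounds plus 3 SD, set separately per screening campaign, cut at about 2.9% in these data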;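 further: PERK kinase domain activated by AP20187 dimerizer at 100 nM; 0% = DMSO with dimerizer and 100% = rapamycin at 8.4 µM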
Target sequence (Q9NZJ5 whole entry, looked up, the tested form may be a part): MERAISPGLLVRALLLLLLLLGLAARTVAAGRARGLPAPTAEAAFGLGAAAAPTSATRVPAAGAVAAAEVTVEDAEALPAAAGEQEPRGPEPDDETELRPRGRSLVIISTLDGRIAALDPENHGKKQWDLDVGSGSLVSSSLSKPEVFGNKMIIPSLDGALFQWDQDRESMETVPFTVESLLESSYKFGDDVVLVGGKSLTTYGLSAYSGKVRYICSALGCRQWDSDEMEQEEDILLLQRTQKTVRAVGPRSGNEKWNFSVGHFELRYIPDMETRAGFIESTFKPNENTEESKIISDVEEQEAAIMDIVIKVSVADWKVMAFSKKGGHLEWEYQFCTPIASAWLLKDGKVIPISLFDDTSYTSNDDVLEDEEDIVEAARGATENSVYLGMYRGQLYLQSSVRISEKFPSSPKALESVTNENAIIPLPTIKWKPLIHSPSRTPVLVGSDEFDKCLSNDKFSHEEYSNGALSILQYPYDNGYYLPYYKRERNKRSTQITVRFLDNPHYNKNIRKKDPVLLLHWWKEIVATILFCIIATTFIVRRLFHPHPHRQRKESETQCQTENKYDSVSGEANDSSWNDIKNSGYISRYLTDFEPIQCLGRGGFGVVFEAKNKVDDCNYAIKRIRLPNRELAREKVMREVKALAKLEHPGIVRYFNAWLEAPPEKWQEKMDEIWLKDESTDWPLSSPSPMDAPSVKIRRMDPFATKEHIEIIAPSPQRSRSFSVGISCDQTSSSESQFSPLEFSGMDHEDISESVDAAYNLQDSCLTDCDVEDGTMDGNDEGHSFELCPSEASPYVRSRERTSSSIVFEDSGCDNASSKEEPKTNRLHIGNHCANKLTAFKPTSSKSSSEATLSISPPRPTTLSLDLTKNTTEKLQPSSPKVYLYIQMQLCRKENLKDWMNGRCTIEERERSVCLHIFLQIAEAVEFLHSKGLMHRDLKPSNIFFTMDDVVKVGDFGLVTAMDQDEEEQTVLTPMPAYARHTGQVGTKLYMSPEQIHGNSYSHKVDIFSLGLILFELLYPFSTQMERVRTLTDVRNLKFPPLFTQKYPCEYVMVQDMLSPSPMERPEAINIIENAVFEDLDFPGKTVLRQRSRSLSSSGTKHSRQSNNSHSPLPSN
S1P4 agonist = human S1P4 receptor agonism | actives 0.35% (n = 220,000) | O95977 | activation, % at 4.98 µM | S1P4-expressing cell line, agonist reporter assay; in the data active means activation above about 11%;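 further: 0% = DMSO vehicle and 100% = reference agonist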
BaF3 tox = counter-screen for JAK2V617F inhibitors: parental Ba/F3 viability inhibitors; CellTiter-Glo ATP luminescence; inhibition, % at 5.6 µM; actives 1.1% (n = 220,000); AID 1486;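 active means inhibition above a per-campaign cutoff, the mean inhibition of all tested compounds plus 3 SD, cut at about 27% in these data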;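 further: 0% = DMSO wells and 100% = JAK Inhibitor I control wells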
EP2 modulator = EP2 receptor (human) modulation. induction, % at 25 µM. P43116. actives 0.83% (n = 260,000). AID 940. EP2-expressing cells, cAMP HTRF FRET, PGE2 co-stimulation;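 active means compounds whose cAMP rise, as percent of the full-agonist control response, exceeds 60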;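 further: rat C6 glioma line stably carrying human EP2 under a CMV promoter; the protocol text gives 20 µM as final concentration; 100% = response of wells given 1 µM PGE2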
S1P4 antag = antagonists of human S1P4 receptor; S1P4-expressing cells, antagonist mode, reporter read-out; actives 0.26% (n = 220,000); inhibition, % at 4.98 µM; AID 1510; in the data active means inhibition above about 29%;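 further: 0% = wells stimulated with agonist and 100% = vehicle wells without agonist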
Active calls of the source: *; i = inactive; x = no result given; & = joins results of further samples.

SMILES	zfTRPN1 agonist	TRPML3 ag	Ba/F3 V617F tox	Calpain2 inh	PERK inhibitor	S1P4 agonist	BaF3 tox	EP2 modulator	S1P4 antag
COc1cc2c(cc1OC)[C@@H]1Cc3cc4c(cc3[C@H](C2)N1C)OCO4	0.9	1.2	-0.7	-11.3	-0.1	1.2	5.7	22.5	11.6
CCCS(=O)(=O)N1CCN(C(=O)COc2ccc(-c3ccccc3)cc2)CC1	-0.3	1.1	0.3	-12.7	-0.7	1.0	4.5	-3.2	-4.0
CCn1nc(NC(=O)c2ccncc2)c2cc3ccc(C)cc3nc21	0.8	0.3	1.6	-169.9	-0.3	-2.3	4.4	10.4	-3.6
N#Cc1ccc(COC(=O)c2cc(=O)c3ccccc3o2)cc1	-0.9	0.1	1.1	-2.7	-0.2	0.2	1.0	-3.7	-5.5
CCCc1cc(N2CCN(c3ccccn3)CC2)n2nc(C)c(-c3ccccc3)c2n1	1.8	-0.2	5.0	i	-0.4	-0.1	2.8	33.3	0.2
CC1(C)CC(=O)C(C=NCCC2=CCCCC2)=C(O)C1	0.2	0.0	0.5	22.6	-0.7	0.7	6.0	10.6	-3.4
CCOC(=O)c1ccc(N=C2SC(C(=O)NC)CC(=O)N2Cc2ccc(F)cc2)cc1 (centres undefined)	-0.3	0.8	0.5	-10.0	0.8	0.6	5.0	-40.2	-34.4
Cc1ccc(NC(NC(=O)c2cccnc2)C(Cl)(Cl)Cl)cc1 (centres undefined)	1.6	1.4	-2.5	5.2	-0.1	-0.3	3.0	-17.5	-8.6
O=[N+]([O-])c1cccnc1-n1cnc2ccccc21	1.3	0.6	-1.1	-10.4	0.1	1.0	4.1	24.9	6.0
O=C(NC(C(=O)N/N=C/c1cccnc1)c1n[nH]c(=O)c2ccccc12)c1ccccc1 (centres undefined)	3.9	11.4	-3.6	16.4	0.6	-0.5	2.2	-5.9	-4.0
COc1ccc(CCNC(=O)C2CCCN2C(=O)Nc2cccc(C(C)=O)c2)cc1OC (centres undefined)	-0.8	-0.8	-4.4	-9.8	-0.5	-4.7	-1.9	0.1	-0.9
CC(C)(C)N/N=C1\CC(c2ccccc2)Oc2ccccc21 (centres undefined)	-0.4	1.2	-1.5	23.5	0.9	3.5	5.2	41.9	-17.3
Clc1ccc(-c2n[nH]c3c2CCC3)cc1Cl	0.1	-0.1	-4.1	10.8	2.3	-3.2	3.0	15.5	-5.6
O=C(CSc1nnc(-c2ccccc2)c(-c2ccccc2)n1)NC1CCS(=O)(=O)C1 (centres undefined)	0.5	-0.4	2.2	12.2	-0.1	-0.6	4.5	1.1	-0.5
COc1ccc(NC(=O)Nc2ccc3c(c2)N(C)C(=O)CS3)cc1Cl	12.7	3.8	-0.2	-10.1	0.4	-1.3	1.4	-27.7	-3.9
COC(=O)c1c(-c2ccc(Br)cc2)noc1N	-2.0	0.2	3.6	4.6	-0.4	-1.5	6.4	12.4	-6.7
COc1cccc(/C=N/NC(=O)CCn2nnc3ccccc32)c1	0.9	0.4	-2.0	9.8	0.3	1.9	6.8	3.7	-15.3
CC(C)OC(=O)CSc1nnc(C2CCCCC2)n1N	1.1	-0.5	3.8	-8.3	0.2	2.1	1.9	-27.9	1.9
O=C(/C=C/c1ccc(F)cc1)NCc1ccco1	-0.8	-0.1	-3.6	-45.7	1.0	0.1	5.1	-44.3	-13.8
Cc1sc2ncn(CC(=O)NCCN3CCOCC3)c(=O)c2c1S(=O)(=O)N1CCC(C)CC1	-0.3	0.3	-2.8	-24.0	-0.4	-3.6	4.8	7.5	-10.6
O=C(Nc1ccc(Oc2ccccc2)cc1)C1CCCO1 (centres undefined)	1.3	0.2	1.2	7.6	1.2	0.4	1.8	-0.6	-11.0
COc1cccc(N2C(=O)C3C(C2=O)C3(c2ccccc2)c2ccccc2)c1 (centres undefined)	-2.8	-0.6	-0.5	23.8	-0.1	0.5	-1.8	-3.5	-3.7
Cc1ccccc1OCc1nnc2c3cnn(C)c3ncn12	0.4	0.2	-3.9	-7.3	0.0	-1.5	0.8	-0.1	-18.5
NC(=O)[C@@H]1CCCCNc2c(F)cc([N+](=O)[O-])cc2C(=O)N[C@@H](CCCN=C(N)N)C(=O)NCC(=O)N1	1.4	0.5	0.8	-17.7	-0.1	2.1	2.9	12.8	0.8
Cc1c(NC(=O)OCCNC(=O)Nc2ccccc2)sc(=S)n1C	0.4	0.3	2.0	30.2	-0.3	0.5	1.2	-13.1	-13.2
CCCCCOc1ccc(Cl)cc1CN1CCOCC1	-1.9	-0.5	-2.6	-6.1	-0.6	-0.2	1.7	10.5	-16.5
Cc1nnc(SCC(=O)NCc2ccc3c(c2)OCO3)n1C	1.1	1.1	6.3	18.0	0.6	-1.9	9.2	-10.2&4.9	-1.2
CSc1nnc(-c2cccn(Cc3cccc(Cl)c3)c2=O)o1	0.8	0.8	-1.8	i	0.1	0.5	1.4	-15.8	-2.2
CCN=C1SC(C(=O)Nc2cccc(C)c2)CC(=O)N1CC (centres undefined)	2.2	0.4	2.3	3.1	-0.6	1.3	2.6	33.6	5.3
CC(=O)Nc1ccc(C(=O)OCc2ccc(Cl)c(Cl)c2)cc1	1.1	0.3	-1.3	1.2	-0.6	0.6	3.8	-48.5	-8.9
Cc1nn(-c2cccc(Cl)c2)c2nc(C(F)(F)F)[nH]c(=O)c12	1.5	0.2	-1.3	-11.5	1.3	-2.0	2.9	28.5	-7.2
Cc1[nH]c2ccccc2c1SCC(=O)O	-0.8	0.5	-6.0	-6.1	0.9	0.2	-0.4	23.5	-25.5
NC(=O)C1CCN(CCS(=O)(=O)c2ccc(Cl)cc2)CC1	1.2	0.9	-6.6	12.2	0.5	1.0	2.2	-0.2	-6.2
O=C(CNc1cccc([N+](=O)[O-])c1)N/N=C/c1ccc(F)cc1	1.0	1.1	0.2	-26.4	1.8	-1.5	2.4	-39.1	-2.6
CC(=O)c1sc2nc(-c3cccs3)ccc2c1N	0.1	0.8	0.8	-205.3	-0.3	0.8	3.9	-20.8	0.0
CC(C)(C)c1cc(C(C)(C)C)cc(S(=O)(=O)CCc2ccccn2)c1	-3.1	-0.1	-0.1	22.2	-1.5	-1.1	2.8	30.6	-7.0
CCOC(=O)c1noc(C)c1C(=O)Nc1nccs1	1.4	0.8	5.2	5.9	-0.8	-1.0	9.2	3.3	1.2
COc1ccc(CCNC(=O)C(=O)Nc2nccs2)cc1OC	1.7	1.6	0.6	-8.5	-1.0	-0.3	1.9	4.9	-2.1
CCOC(=O)C1=C(C)NC(C)=C(C(=O)OCC)C1C(=O)OCC(=O)N(C)C1CCS(=O)(=O)C1 (centres undefined)	-0.4	0.4	-1.2	-77.2	0.1	0.1	7.2	5.7	-16.1
O=C(CC1S/C(=N/N=C/C=C/c2ccccc2)NC1=O)Nc1ccc(C(=O)O)cc1 (centres undefined)	1.2	0.6	-2.5	-25.1	1.3	0.7	-1.5	35.9	1.8
CCOC(=O)COc1cccc2c(=O)n(CC(=O)N3CCC(C)CC3)ccc12	1.6	0.6	0.5	1.8	0.2	-0.2	-1.2	-24.6	3.0
Cc1ccc(CN2CCN(C(=O)c3ccncc3)CC2)cc1	1.7	1.4	-2.3	-4.4	0.2	0.1	0.2	22.5	-16.3
O=C(N/N=C/c1ccc(N2CCCCC2)o1)c1ccccc1	2.5	1.2	-1.5	3.6	0.6	0.0	6.0	-18.9	-7.6
CCCCNC(=O)c1nnn(-c2ccccc2)c1N	0.0	0.1	-1.5	15.7	0.1	0.7	2.2	24.0	-7.3
Cc1cc(C)nc(N2CCC(C(=O)Nc3cccc(C(F)(F)F)c3)CC2)n1	0.5	0.3	-3.1	x	0.2	-0.1	0.0	x	-1.8
Cc1cc(C)c2nc(-c3ccccn3)cc(C(=O)n3cccn3)c2c1	0.5	-0.7	7.3	-219.0	0.3	-1.7	6.4	31.5	-12.0
CCC(CC)C(=O)c1c[nH]c(C(=O)N2CCN(c3ccccc3F)CC2)c1	0.7	0.8	-1.2	5.9	0.9	0.7	8.8	-7.3	-4.2
COc1ccc(C(=O)C2CCCN(C(=O)c3n[nH]c4c3CCCC4)C2)cc1OC (centres undefined)	1.4	0.3	-3.2	-0.9	0.3	0.2	-0.4	-19.6	-30.8
COC(=O)N[C@H](CC(C)=O)c1cccc(C(F)(F)F)c1	1.0	0.3	-0.8	-5.4	1.1	1.7	2.4	27.1	10.6
Cn1nc(C(C)(C)C)c([N+](=O)[O-])c1C(=O)NC(C)(C)C	1.7	0.7	-2.1	2.1	0.1	-1.1	2.2	38.7	-12.0
Cc1ccc(S(=O)(=O)NCCN2CCNC2=O)cc1	2.6	1.0	-2.3	-15.9	1.2	0.7	-4.0	14.7	-0.3
CCN1CCN(c2cc3c(nn2)Oc2ccccc2N3C)CC1	0.3	-0.2	3.5	i	-0.8	1.5	3.6	-5.1	9.9
COc1ccccc1NC(=O)c1c(N=Cc2ccccc2O)cnn1C	1.5	0.6	-1.9	-2.2	0.3	0.5	6.2	-22.3	-15.4
COc1cc(C)nc(OCCNS(=O)(=O)c2cc(C)ccc2C)n1	-1.3	-0.5	2.9	0.3	1.4	0.3	9.4	-1.0	-11.7
CSc1nc(NCc2ccco2)c2sc3nc(C(C)C)c4c(c3c2n1)CC(C)(C)OC4	2.8	0.3	-3.4	-75.4	-1.4	-0.5	9.1	9.2	-24.1

10 structures already listed, sorted by formula weight, smallest number first:
SMILES	zfTRPN1 agonist	TRPML3 ag	Ba/F3 V617F tox	Calpain2 inh	PERK inhibitor	S1P4 agonist	BaF3 tox	EP2 modulator	S1P4 antag
Cc1ccc(S(=O)(=O)NCCN2CCNC2=O)cc1	2.6	1.0	-2.3	-15.9	1.2	0.7	-4.0	14.7	-0.3
COC(=O)N[C@H](CC(C)=O)c1cccc(C(F)(F)F)c1	1.0	0.3	-0.8	-5.4	1.1	1.7	2.4	27.1	10.6
CC(C)(C)N/N=C1\CC(c2ccccc2)Oc2ccccc21 (centres undefined)	-0.4	1.2	-1.5	23.5	0.9	3.5	5.2	41.9	-17.3
O=C(CNc1cccc([N+](=O)[O-])c1)N/N=C/c1ccc(F)cc1	1.0	1.1	0.2	-26.4	1.8	-1.5	2.4	-39.1	-2.6
CCN=C1SC(C(=O)Nc2cccc(C)c2)CC(=O)N1CC (centres undefined)	2.2	0.4	2.3	3.1	-0.6	1.3	2.6	33.6	5.3
CCn1nc(NC(=O)c2ccncc2)c2cc3ccc(C)cc3nc21	0.8	0.3	1.6	-169.9	-0.3	-2.3	4.4	10.4	-3.6
COc1cccc(N2C(=O)C3C(C2=O)C3(c2ccccc2)c2ccccc2)c1 (centres undefined)	-2.8	-0.6	-0.5	23.8	-0.1	0.5	-1.8	-3.5	-3.7
CCOC(=O)COc1cccc2c(=O)n(CC(=O)N3CCC(C)CC3)ccc12	1.6	0.6	0.5	1.8	0.2	-0.2	-1.2	-24.6	3.0
COc1ccc(CCNC(=O)C2CCCN2C(=O)Nc2cccc(C(C)=O)c2)cc1OC (centres undefined)	-0.8	-0.8	-4.4	-9.8	-0.5	-4.7	-1.9	0.1	-0.9
CSc1nc(NCc2ccco2)c2sc3nc(C(C)C)c4c(c3c2n1)CC(C)(C)OC4	2.8	0.3	-3.4	-75.4	-1.4	-0.5	9.1	9.2	-24.1
